DRD3 antagonist – qHTS of D3 Dopamine Receptor Antagonist: qHTS; D(3) dopamine receptor (Homo sapiens), P35462; D3R cells, DiscoveRx beta-arrestin luminescence, antagonist mode; hits give low values; max response, negative = inhibition, %; 360,000 tested, 2.5% active; in the data active = max response below about -50%; inconclusive = no clear call, values can overlap the other calls; also: % is scaled to controls: 0 for no effect and ±100 for the full control effect; mostly tested at two doses, the higher about 12 µM
Target sequence (P35462 whole entry, looked up): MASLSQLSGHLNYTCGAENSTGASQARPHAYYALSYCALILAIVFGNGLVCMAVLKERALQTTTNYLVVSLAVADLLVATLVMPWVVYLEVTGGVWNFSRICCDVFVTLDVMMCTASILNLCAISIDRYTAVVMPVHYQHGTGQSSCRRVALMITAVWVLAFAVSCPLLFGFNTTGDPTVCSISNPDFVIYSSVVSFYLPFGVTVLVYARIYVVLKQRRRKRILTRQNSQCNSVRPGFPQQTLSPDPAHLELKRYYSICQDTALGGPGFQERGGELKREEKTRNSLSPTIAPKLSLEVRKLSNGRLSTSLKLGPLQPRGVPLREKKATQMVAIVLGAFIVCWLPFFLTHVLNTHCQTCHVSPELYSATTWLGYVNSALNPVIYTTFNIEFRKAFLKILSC
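Cells plated overnight at 1500 cells/well, then exposed to library compounds with dopamine controls for 90 minutes at 37 degrees C. DiscoveRx reagent added for 30–60 minutes at room temperature; luminescence read, quantitative HTS format.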
HT1080 IDH1KD tx – qHTS for induction of synthetic lethality in tumor cells producing 2HG: qHTS for the HT-1080-IDH1KD cell line; 360,000 tested, 2% active; HT-1080 IDH1 knockdown viability, ATP luminescence, 48 h; Potency, µM (doses to about 46.1 µM), without a hit: top-dose activity, negative = toxicity, most hits filed as cytotoxic;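 also: potency is read from the fitted curve at half-maximal effect; 0% = DMSO wells and -100% = cell-free medium wells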
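Viability of IDH1-knockdown HT-1080 fibrosarcoma cells was assessed by CellTiter-Glo after 48 h at 37 °C with titrated compound; concentration-effect curves were classified by fit quality and response size.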
SW480 rereplic – A quantitative high throughput screen for small molecules that induce DNA re-replication in SW480 colon adenocarcinoma cells; SW480 DNA re-replication, Hoechst DNA content imaging, 48 h; Potency, µM (doses to about 46.1 µM), inactives show at the top dose re-replication activation, usual class: activators; 340,000 tested, 1.8% active; also: potency is read from the fitted curve at half-maximal effect; % of control where 0% means no effect; nearly all actives have a fitted effect of over 55% in size
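Readout is total intensity of Hoechst-stained nuclei, excited at 405 nm and collected at 500-530 nm. Compound treatment lasted 48 hr at 37 C in 5% CO2 before staining.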
HT1080-NT tox – qHTS for induction of synthetic lethality in tumor cells producing 2HG: qHTS for the HT-1080-NT fibrosarcoma cell line; HT-1080-NT fibrosarcoma viability, CellTiter-Glo ATP luminescence, 48 h; Potency, µM (doses to about 46.1 µM), inactives show at the highest dose activity, negative = less viability, actives largely listed as cytotoxic; 360,000 tested, 1.6% active; AID 686970, 2013;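 also: NT is the 2HG producing partner of a matched IDH1 knockdown line; potency is read from the fitted curve at half-maximal effect; 0% = DMSO-treated cells and -100% = media-only wells without cells; nearly all actives have a fitted effect of over 55% in size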
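HT-1080-NT; 750 cells/well; 5% FBS RPMI; 48 h compound, 37 degrees C; CellTiter-Glo luminescence; curve fitting and curve-class assignment.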
GLP-1R agonist – qHTS of GLP-1 Receptor Agonists | 380,000 tested, 0.007% active | Glucagon-like peptide 1 receptor (Homo sapiens), P43220 | Potency, µM (series often up to 45.6 µM), for inactives: at the top dose activation, most hits filed as activators | HEK293 GLP-1R CRE-luciferase, luminescence, 4-6 h; cells express a hypersensitive GLP-1R form; also: potency is read from the fitted curve at half-maximal effect; % of control where 0% means no effect
Target sequence (P43220 whole entry, looked up): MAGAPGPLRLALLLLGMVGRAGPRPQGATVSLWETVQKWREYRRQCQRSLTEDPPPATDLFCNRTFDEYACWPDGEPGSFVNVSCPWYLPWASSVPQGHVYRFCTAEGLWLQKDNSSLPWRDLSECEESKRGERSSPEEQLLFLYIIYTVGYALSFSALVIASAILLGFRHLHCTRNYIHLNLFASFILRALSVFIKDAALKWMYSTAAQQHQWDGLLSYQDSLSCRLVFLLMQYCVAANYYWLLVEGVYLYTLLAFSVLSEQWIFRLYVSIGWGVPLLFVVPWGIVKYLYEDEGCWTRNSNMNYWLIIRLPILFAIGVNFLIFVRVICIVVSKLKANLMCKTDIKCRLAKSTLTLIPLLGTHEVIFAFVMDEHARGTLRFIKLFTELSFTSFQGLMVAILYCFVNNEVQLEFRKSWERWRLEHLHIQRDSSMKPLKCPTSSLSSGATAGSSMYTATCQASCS
KB-V1 MDR tox – qHTS assay for MDR1-selective chemotherapeutics: Primary screen using the drug-selected MDR subline cells KB-V1; KB-V1 MDR cells viability, CellTiter-Glo, 72 h; Potency, µM (titrated, usually from 46.1 µM), without a hit: at the highest dose activity change, negative = cytotoxicity, hits mostly cytotoxic; 400,000 tested, 3.4% active; AID 1347076, 2019; also: potency is read from the fitted curve at half-maximal effect; % is scaled to controls: 0 for no effect and ±100 for the full control effect; nearly all actives have a fitted effect of over 60% in size
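KB-V1, DMEM (no phenol red) + 10% FBS; cpd pin-transferred, titration series; 72 h, 37 degrees C; CellTiter-Glo, luminescence. Data normalized, curve-fit.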
KB-3-1 cytotox – qHTS assay for MDR1-selective chemotherapeutics: Primary screen using the parental adenocarcinoma cell KB-3-1. Potency, µM (titrated, usually from 46.1 µM), for the others: at the highest dose activity change, negative = cytotoxic, most hits filed as cytotoxic. KB-3-1 viability, CellTiter-Glo ATP luminescence, 72 h. AID 1347075, 2019. 400,000 tested, 1.4% active; also: potency is read from the fitted curve at half-maximal effect; % is scaled to controls: 0 for no effect and ±100 for the full control effect; nearly all actives have a fitted effect of over 60% in size
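Using CellTiter-Glo luminescence, growth of non-resistant KB-3-1 adenocarcinoma cells is assessed 72 h after pin-tool compound addition at 37 °C. Normalized responses across the concentration series yield fitted curves.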
D3 ag – qHTS of D3 Dopamine Receptor Agonist: qHTS | max activation, % | D3R DiscoveRx beta-arrestin cells, luminescence, 90 min | 410,000 tested, 0.58% active | D(3) dopamine receptor (Homo sapiens), P35462; in the data active = max activation above about 30%; also: 0% is about no effect; mostly tested at two doses, the higher about 12 µM
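Cells at 1500/well, incubated overnight, then treated with pinned compounds (dopamine as control) for 90 min at 37 degrees C. DiscoveRx reagent added for 30 - 60 minutes at room temperature; luminescence read.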
IL1B secr inh – qHTS for Inhibitors of Inflammasome Signaling: IL-1-beta AlphaLISA Primary Screen; THP-1 LPS/ATP IL-1B secretion, AlphaLISA, 16 h; hits give low values; activity change, % at 57.5 µM; 360,000 tested, 4.7% active; AID 743279, 2014; in the data active = activity change below about -50%; inconclusive = mostly about -30% to -49%; also: % is scaled to controls: 0 for no effect and ±100 for the full control effect
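Secreted IL-1B measured by AlphaLISA bead assay after 16 h compound exposure of THP-1 cells; compounds (final up to 57.5 uM) added 1 h before LPS (250 ng/mL) and ATP (1.25 mM) stimulation; lower signal means less secretion.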
Starred values were filed as active, the others as inactive; i = inactive; ? = inconclusive; / = no result given; [ ] = dose if it differs, or a comment. Unless noted, calls follow the shape of the dose curve; as a rule, active = well fitted curve in the direction sought with a large enough effect; inconclusive = small, poorly fitted or top-dose-only effect, or another doubt; inactive = no such curve, though single readings can be large; an effect the other way counts as inactive or inconclusive. Rows were taken by chance; about 12% have a hit in one of these screens.

SMILES	DRD3 antagonist	HT1080 IDH1KD tx	SW480 rereplic	HT1080-NT tox	GLP-1R agonist	KB-V1 MDR tox	KB-3-1 cytotox	D3 ag	IL1B secr inh
Cc1ccc(/C=C2\Oc3c(ccc(O)c3CN3CCN(CCO)CC3)C2=O)cc1	-14	16%	6%	-5%	5%	-9%	3%	-5	-7
N#Cc1cccc(NC(=O)COC(=O)CCc2nc3ccccc3c(=O)[nH]2)c1	7	14%	-10%	15%	7%	4%	-2%	2	4
O=C1c2ccc(Oc3ccc4c(c3)C(=O)N(CCCCO)C4=O)cc2C(=O)N1CCCCO	33	9%	-1%	4%	-1%	10%	11%	7	7
Cc1cc(C)n2[nH]c(=O)c(N=Nc3cccc(Cl)c3)c2n1	42	15%	-10%	15%	-16%	?	-6%	0	14
COCCN(C(=O)CSc1ncn[nH]1)c1c(N)n(Cc2ccccc2)c(=O)[nH]c1=O	-12	-3%	-1%	-8%	-12%	?	1%	-9	29
COc1ccc(C(=O)Nc2ccccc2C(=O)N2CCN(c3ccccc3)CC2)cc1	13	1%	-1%	10%	-8%	2%	-3%	-30	0
COc1ccc(-c2cc(C(=O)N3CCOCC3)c3cc(C)ccc3n2)cc1	24	-5%	0%	-15%	9%	9%	15%	0	-2
CN(C)c1ccc(/C=N\NC(=S)SCN2C(=O)C3CCC(C)(C2=O)C3(C)C)cc1 (centres undefined)	?	-3%	?	-9%	-7%	-5%	-4%	0	-3
CNC(=O)/C(C#N)=C1\SC(Cc2ccc(F)cc2)C(=O)N1c1ccccc1C (centres undefined)	-5	-2%	14%	-3%	-2%	-9%	-1%	-4	17
CCOC(=O)[C@]12CCCC=C1N(Cc1ccc(Cl)cc1Cl)C(=O)[C@H](CC(=O)NCc1ccccc1)C2	1	?	/	?	-4%	?	?	1	0
O=C(CSc1ccccn1)Nc1ccc2c(c1)CCC2	5	3%	-19%	6%	10%	0%	1%	-7	-2
CNc1cc(F)nc(F)n1	-3	0%	-12%	1%	-4%	2%	1%	0	-12
Cc1c(Cl)cccc1Nc1n[nH]c(=S)s1	?	21%	-2%	15%	-4%	-18%	-5%	-13	0
CC(N=C1NS(=O)(=O)c2ccccc21)C(=O)NCc1ccc(F)cc1 (centres undefined)	8	8%	-1%	0%	1%	26%	14%	-8	20
O=C(NC(CC(=O)N1CCN(c2ccccc2O)CC1)c1ccccc1)c1ccccc1Cl (centres undefined)	7	-6%	11%	-11%	0%	5.8µM*	-17%	-2	25
CC(C)C[C@H]1CN([C@@H](Cc2ccccc2)CN2CCC[C@@H]2CN2C(=O)C(=O)NC[C@@H]2Cc2ccc(O)cc2)C(=O)C(=O)N1CC1CCCCCC1	10	?	/	?	10%	11%	0%	2	-17
O=C(COc1ccc([N+](=O)[O-])cc1)NNC(=O)c1cccnc1	-13	-2%	-46%[inhibitor]	0%	4%	0%	7%	0	17
Cc1cccc(C)c1NC(=O)CN(C)C(=O)Cc1cccc(C(F)(F)F)c1	-5	21%	9%	-4%	0%	-20%	2%	-11	-19
COc1ccc(C2N(S(=O)(=O)c3ccc(C)cc3)CCN2S(=O)(=O)c2ccc(C)cc2)cc1	18	1%	-16%	7%	-6%	-2%	1%	1	0
Cc1cc(=O)n2c(C)n[nH]c2n1	-17	12%	4%	9%	13%	-7%	-1%	-6	0
CCc1nnc(NC(=O)c2n[nH]c(=O)c3ccccc23)s1	-23	-1%	10%	0%	1%	?	2%	-15	39
O=C(CCc1c[nH]c2ccccc12)N/N=C/c1ccc2c(c1)OCO2	-7	-24%	-12%	-10%	15%	-18%	-5%	-11	-24
Cc1ccc(NC(=S)Nc2cc(C(=O)O)ccc2N2CC3CC(C2)c2cccc(=O)n2C3)cc1C (centres undefined)	-24	-7%	?	-2%	7%	0%	-9%	-8	-22
C=CCN(C(=O)c1csnn1)C(C(=O)NCc1ccc(F)cc1)c1cccs1 (centres undefined)	4	-6%	-12%	-4%	3%	?	-9%	-24	-13
CN1C(=O)c2ccccc2N(C)C1c1ccc2c(c1)OCO2 (centres undefined)	39	-9%[9.24 µM]	-4%	-8%	16%	?	-14%	-4	11
SMILES	DRD3 antagonist	HT1080 IDH1KD tx	SW480 rereplic	HT1080-NT tox	GLP-1R agonist	KB-V1 MDR tox	KB-3-1 cytotox	D3 ag	IL1B secr inh
CC(=O)NS(=O)(=O)c1ccc(N/C(N)=N/c2nc(C)cc(C)n2)cc1	0	6%	-4%	8%	-6%	4%	2%	1	35
Cc1c(C(=O)NCCN(C)C)n(C)c(=O)c2ccccc12	7	3%	/	23%	2%	3%	0%	4	21
CCCCNC(=O)C1CCN(c2nc(C)cc(C)n2)CC1	6	1%	-81%[inhibitor]	0%	-3%	-10%	-2%	-2	0
O=C(NC1CCCCC1)N(Cc1cc2cc3c(cc2[nH]c1=O)OCCO3)C1CCCCC1	-11	-3%	?	13%	1%	-6%	0%	-10	?
Cc1ccc(S(=O)(=O)N(C)c2ccc(OCC(=O)OCc3nnc(-c4ccccc4)o3)cc2)cc1	?	-1%	-6%	-6%	-2%	-20%	-1%	-7	-8
CCOc1ccccc1CNC(=O)C1CCCN(c2ncnc3c2nc2n3CCCCC2)C1 (centres undefined)	-3	-7%	0%	-14%	4%	6%	-2%	-7	-53*
O=C(/C=C/c1cccs1)NCc1cccnc1	10	23%	2%	25%	4%	?	7%	10	33
CC1=C(C(=O)OC(C)(C)C)C(c2ccc3ccccc3c2)NC(=O)N1C (centres undefined)	-7	-18%	-2%	-12%	?	?	9%	-2	?
COc1ccc(C(=O)Nc2c(N)nc(SCC(=O)Nc3ccc(NC(C)=O)cc3)[nH]c2=O)cc1	7	9%	?	1%	-9%	-1%	-4%	2	i
CCc1nc2nc(C)c(NS(=O)(=O)c3ccc4c(c3)CCCC4)c(=O)n2[nH]1	1	0%	4%	5%	-2%	17%	17%	-7	-4
COc1ccc(CCn2nc(C)c([N+](=O)[O-])c2C)cc1	-1	14%	-9%	13%	9%	13%	3%	2	14
COc1cc(C(=O)NCC(=O)N/N=C/c2cccc(OC(=O)c3ccco3)c2)cc(OC)c1OC	6	?	-1%	?	5%	7%	1%	-2	1
CCOCCCNC(=O)C(NC(=O)c1ccccc1O)c1ccc(Cl)cc1 (centres undefined)	-12	-2%	?	-10%	5%	?	8%	-13	-5
N#Cc1c(-c2ccccc2)nc2n(c1=O)CCS2	8	2%	0%	2%	-6%	-1%	-2%	-3	18
CCOCCCNC(=S)NCCNc1nc2ccc(C)cc2cc1C#N	1	-7%	?	3%	10%	?	9%	3	0
COc1ccc(S(=O)(=O)NCC2CCC(C(=O)NCc3cccnc3)CC2)cc1 (centres undefined)	-7	19%	1%	16%	0%	-1%	1%	1	5
CN(C)c1ccc(/C(=N\O)c2ccccc2)cc1	27	-14%	-2%	2%	4%	4%	-1%	-10	-11
CCOC(=O)c1ccc(NC(=S)NC2CC(C)(C)NC(C)(C)C2)cc1	2	?	5%	?	-5%	-11%	-25%	3	-2
CCN1CCN(Cc2ccccc2NC(=O)Nc2ccc(C)cc2)CC1	-30	8%	1%	6%	1%	-5%	3%	-17	12
O=C(CCCCCn1c(=S)[nH]c2ccc(N3CCOCC3)cc2c1=O)NCc1ccc2c(c1)OCO2	3	3%	?	4%	0%	-1%	?	-6	16
Cc1ccc(C(=O)NC(=S)NNC(=O)c2ccccc2[N+](=O)[O-])cc1	21	-17%	3%	-9%	-29%	-7%	-17%	-13	0
COc1ccc(NC(=S)N(CCCN2CCCC2)Cc2cccn2Cc2ccc(Cl)cc2)cc1Cl	?	?	23µM*	?	-5%	18µM*	0%	-15	-52*
O=C1CCC(C(=O)Nc2ccccc2)N1 (centres undefined)	5	16%	-3%	12%	9%	16%	6%	7	16
Cc1ccc(C)c(N2C(=O)CC(Cc3ccc(Br)cc3)C2=O)c1 (centres undefined)	-3	19%	-3%	-1%	1%	?	-1%	-4	3
CC(Sc1ccc(Cl)cc1)C(=O)NNC(=O)c1ccncc1 (centres undefined)	14	5%	-3%	-17%	2%	27%	13%	4	-13
COC(=O)C1CCN(C(=O)COC(=O)CCc2nc3ccccc3c(=O)[nH]2)CC1	1	8%	-1%	10%	-5%	2%	8%	4	-1
N#C/C(=N\Nc1ccccc1F)c1nc(-c2ccccc2)cs1	-6	0%	-56%[inhibitor]	4%	19%	6%	2%	0	19
N#CCC(=O)Nc1sc2c(c1C(N)=O)CCCC2	-20	10%	-1%	17%	2%	6%	3%	-6	-21
COc1ccc(C2CC(=O)N(Cc3cccc(F)c3)c3ccccc3S2)cc1 (centres undefined)	/	/	/	/	-4%	?	?	14	/

Pulled by compound from the list above, two records:
SMILES	DRD3 antagonist	HT1080 IDH1KD tx	SW480 rereplic	HT1080-NT tox	GLP-1R agonist	KB-V1 MDR tox	KB-3-1 cytotox	D3 ag	IL1B secr inh
CCOc1ccccc1CNC(=O)C1CCCN(c2ncnc3c2nc2n3CCCCC2)C1 (centres undefined)	-3	-7%	0%	-14%	4%	6%	-2%	-7	-53*
O=C(NC1CCCCC1)N(Cc1cc2cc3c(cc2[nH]c1=O)OCCO3)C1CCCCC1	-11	-3%	?	13%	1%	-6%	0%	-10	?

Compound activity deposited in PubChem BioAssay by National Center for Advancing Translational Sciences (NCATS).
